UPR XBP1 act: activators of adaptive arm of unfolded protein response (XBP1); CHO-XBP1 luciferase reporter, IRE1-XBP1 UPR activation, luminescence; percent of tunicamycin response, DMSO as zero; activation, % at 20 µM; hit rate 0.33% among 330,000;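 active = versus positive control, 20 µM dose yields 30% or more activation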;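 note: 100% = tunicamycin at 10 µg/mL and 0% = DMSO only wells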
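Material: CHO-XBP1 cells stably carrying IRE1-XBP1-driven luciferase reporter / Amount: 1000 cells per well / Compound: 20 µM, 1% DMSO / Times: 6 h treatment, 37 °C / Detection: luciferase luminescence / Measure: % activation of reporter signal versus tunicamycin and DMSO controls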
Mdm2 MdmX PPI: disrupts the human Mdm2-MdmX interaction. O15151+Q00987. SaOS-2 split-luciferase Mdm2/MdmX complementation, luminescence. inhibition, % at 8 µM. AID 485346. hit rate 3% among 330,000;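 active = inhibition of at least 50% at 8 µM in the primary screen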
CXCR6 block: inhibitors of human CXCR6 receptor | O00574 | CHO-K1 PathHunter CXCR6 beta-arrestin, luminescence | inhibition, % at 20 µM | hit rate 0.36% among 360,000; in the data active = inhibition above about 34%, passing the limit was not always enough;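 note: antagonist mode with CXCL16 agonist at 10 nM final; 0% = 10 nM CXCL16 with DMSO and 100% = unstimulated wells without agonist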
Target sequence (O00574 whole entry, looked up): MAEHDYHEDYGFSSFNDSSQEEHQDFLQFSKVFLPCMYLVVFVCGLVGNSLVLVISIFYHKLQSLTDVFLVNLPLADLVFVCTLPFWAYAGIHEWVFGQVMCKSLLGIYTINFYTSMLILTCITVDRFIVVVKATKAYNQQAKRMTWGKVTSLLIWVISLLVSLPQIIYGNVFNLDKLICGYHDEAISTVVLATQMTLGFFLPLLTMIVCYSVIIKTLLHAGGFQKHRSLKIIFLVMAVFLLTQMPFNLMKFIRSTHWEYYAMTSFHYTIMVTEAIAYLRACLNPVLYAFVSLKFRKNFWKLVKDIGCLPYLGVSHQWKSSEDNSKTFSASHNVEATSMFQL
tim23-1 inh: inhibits growth of tim23-1 mutant yeast | hit rate 1.3% among 330,000 | S. cerevisiae tim23-1 growth, BacTiter-Glo luminescence, 24 h | inhibition, % at 20 µM;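 active = growth inhibition of the mutant yeast at or above 50%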;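 note: temperature-sensitive mutant grown at 25 °C; plate controls were DMSO-treated mutant yeast for no effect and medium wells lacking yeast for full effect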
APJ ag: activates the human apelin receptor APJ; P35414; CHO-K1 APJ PathHunter beta-arrestin, luminescence; 0% DMSO wells, 100% apelin; activation, % at 20 µM; hit rate 0.11% among 330,000;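 active = activation more than six SD over the plate average, tested at 20 µM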;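 note: 0% = DMSO alone and 100% = apelin-13 at 10 nM; some results filed as inactive read as strong as hits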
Target sequence (P35414 whole entry, looked up): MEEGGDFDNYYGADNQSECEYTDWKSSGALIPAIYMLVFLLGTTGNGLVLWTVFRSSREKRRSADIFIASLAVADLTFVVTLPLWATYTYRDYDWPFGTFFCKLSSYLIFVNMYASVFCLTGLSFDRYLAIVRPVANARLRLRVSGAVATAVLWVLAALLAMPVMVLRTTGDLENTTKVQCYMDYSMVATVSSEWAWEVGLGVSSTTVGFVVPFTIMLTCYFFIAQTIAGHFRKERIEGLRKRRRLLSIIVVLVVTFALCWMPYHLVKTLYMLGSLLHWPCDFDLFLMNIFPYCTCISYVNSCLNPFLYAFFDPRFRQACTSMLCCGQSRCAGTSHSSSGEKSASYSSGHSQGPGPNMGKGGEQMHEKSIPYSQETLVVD
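Incubation: overnight seeding, 90 min compound at 25 °C, 1 h detection; test system: PathHunter CHO-K1 APJ (AGTRL-1) beta-arrestin reporter cells; amount: 1000 cells/well; doses: one dose, 20 µM compound, 1% DMSO; measured by: beta-gal luminescence; measure: agonist-driven arrestin binding to APJ; benchmarks: negative DMSO alone, positive Apelin-13 at 10 nM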
tim10-1 inh: tim10-1 yeast growth inhibition; S. cerevisiae tim10-1 ts strain growth, BacTiter-Glo, 24 h; AID 463190; hit rate 2.2% among 330,000; inhibition, % at 20 µM;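 active = inhibition of at least 40%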;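 note: mutant grown at 25 °C; 0% = DMSO wells with yeast and 100% = wells holding no yeast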
CHOP UPR activ: apoptotic UPR (CHOP) activation. activation, % at 10 µM. hit rate 0.34% among 330,000. CHO-CHOP luciferase reporter, luminescence; percent of tunicamycin response over DMSO baseline;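 active = at 10 µM dose, activation of 40% or more, normalized to positive control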;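 note: 100% = tunicamycin at 10 µg/mL and 0% = DMSO alone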
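Material: CHO-CHOP cells, stable luciferase reporter of PERK-eIF2a-CHOP signalling; quantity: 500 reporter cells seeded per well; buffer or medium: F12 medium containing 10% fetal bovine serum; compound: one dose, 10 µM in 0.5% DMSO; incubation: 6 h compound treatment, 37 °C; measured by: Steady-Glo luciferase luminescence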
TIM10 inh: growth inhibitors of TIM10 yeast strain; AID 463195; inhibition, % at 10 µM; hit rate 1.4% among 330,000; S. cerevisiae TIM10 strain growth, BacTiter-Glo luminescence, 24 h;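 active = inhibition of 40% or more at the single tested concentration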;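 note: wild-type TIM10 isogenic control strain grown at permissive 25 °C; 0% = DMSO yeast wells and 100% = minimal medium wells without yeast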
APJ antagonist: antagonists of human APJ apelin receptor; hit rate 0.32% among 330,000; inhibition, % at 20 µM; P35414; CHO-K1 APJ beta-arrestin complementation, luminescence;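 active = inhibition above about 40% at 20 µM, limit read from the data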;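 note: cells challenged with 10 nM apelin-13 agonist together with compound; plate controls were apelin-13 plus DMSO wells for no effect and DMSO wells lacking apelin-13 for full effect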
The depositor's hits bear a star. These rows are one share of the data, so the mix of outcomes need not match the whole.

For Cc1ccccc1NC(=O)COC(=O)CCC(=O)c1cccs1 the results were UPR XBP1 act -2, Mdm2 MdmX PPI 14, CXCR6 block 6, tim23-1 inh 15, APJ ag 3, tim10-1 inh 6, CHOP UPR activ 0.3, TIM10 inh 4 and APJ antagonist -6.
CC(=O)c1cnc(Oc2cc(Cl)ccc2Cl)nc1C was read as UPR XBP1 act 2, Mdm2 MdmX PPI 1, CXCR6 block 6, tim23-1 inh 2, APJ ag -2, tim10-1 inh 4, CHOP UPR activ -1.2, TIM10 inh 0 and APJ antagonist 19.
O=C(/C=C/c1cccs1)N1CCC2(CC1)Oc1ccc(F)cc1C(=O)C21CC(c2ccccc2)=NO1 (stereo not given) was read as UPR XBP1 act -1, Mdm2 MdmX PPI 37, CXCR6 block -2, tim23-1 inh 17, APJ ag 9, tim10-1 inh 12, CHOP UPR activ -0.2, TIM10 inh 16 and APJ antagonist 3.
`COc1cccc(C(=O)Oc2ccc(/C=N/Nc3ccc(C(=O)O)cc3)cc2OC)c1` gave UPR XBP1 act -6, Mdm2 MdmX PPI -24, CXCR6 block 3, tim23-1 inh 29, APJ ag -1, tim10-1 inh 0, CHOP UPR activ 2.4, TIM10 inh 9 and APJ antagonist 1.
Cc1cc(C(=O)Cn2nc(C(=O)O)c3ccccc3c2=O)c(C)n1C1CC1 was read as UPR XBP1 act 4, Mdm2 MdmX PPI -22, CXCR6 block -7, tim23-1 inh 1, APJ ag 0, tim10-1 inh 5, CHOP UPR activ 6.5, TIM10 inh 6 and APJ antagonist 9.
For O=C(Nc1cc(Cl)ccc1-n1cncn1)c1ccco1 the results were UPR XBP1 act -3, Mdm2 MdmX PPI 30, CXCR6 block -7, tim23-1 inh 1, APJ ag 4, tim10-1 inh 0, CHOP UPR activ -1.4, TIM10 inh 1 and APJ antagonist 5.
`CC(=O)c1ccc(NC(=O)CSc2ccc3nnc(-c4cccnc4)n3n2)cc1` gave UPR XBP1 act -4, Mdm2 MdmX PPI 21, CXCR6 block -6, tim23-1 inh 6, APJ ag 2, tim10-1 inh 6, CHOP UPR activ -0.6, TIM10 inh -7 and APJ antagonist 7.
O=C(NCCCN1CCOCC1)c1ccc(NS(=O)(=O)c2ccccc2)cc1 was read as UPR XBP1 act -2, Mdm2 MdmX PPI 20, CXCR6 block 0, tim23-1 inh -12, APJ ag -1, tim10-1 inh -19, CHOP UPR activ -2.7, TIM10 inh -10 and APJ antagonist -33.
For CC(C)(C)N1CC(c2nc3ccccc3n2Cc2ccc(F)cc2)CC1=O (stereo not given) the results were UPR XBP1 act -2, Mdm2 MdmX PPI -21, CXCR6 block 2, tim23-1 inh 6, APJ ag -2, tim10-1 inh 24, CHOP UPR activ -0.7, TIM10 inh 23 and APJ antagonist 12.
Screening CCc1nnc(NC(=O)CSc2nc(-c3ccccc3)c(-c3ccccc3)o2)s1 returned UPR XBP1 act 1, Mdm2 MdmX PPI 55*, CXCR6 block -5, tim23-1 inh 3, APJ ag -2, tim10-1 inh 10, CHOP UPR activ -0.9, TIM10 inh 1 and APJ antagonist -8.
O=C(Nc1ccccc1C(=O)Nc1ccccc1C(=O)O)c1ccccc1 was read as UPR XBP1 act -2, Mdm2 MdmX PPI 21, CXCR6 block 6, tim23-1 inh 31, APJ ag -1, tim10-1 inh 47*, CHOP UPR activ 0.4, TIM10 inh 9 and APJ antagonist -11.
Screening Cc1ccc(C(=O)N(CCc2ccccc2)Cc2ccccc2)cc1S(=O)(=O)N1CCCCC1 returned UPR XBP1 act -1, Mdm2 MdmX PPI 33, CXCR6 block 20, tim23-1 inh 24, APJ ag -7, tim10-1 inh 20, CHOP UPR activ 0.3, TIM10 inh 17 and APJ antagonist 18.
`CCN1C(=O)C(=O)N(CC(=O)Nc2cccc(C(F)(F)F)c2)C1=O` gave UPR XBP1 act 0, Mdm2 MdmX PPI -6, CXCR6 block -1, tim23-1 inh -7, APJ ag 0, tim10-1 inh 1, CHOP UPR activ -0.9, TIM10 inh 8 and APJ antagonist 2.
For Cc1ccc2nc(SCC(=O)N3CCC(Cc4ccccc4)CC3)nc(=O)n2c1 the results were UPR XBP1 act -1, Mdm2 MdmX PPI 18, CXCR6 block -6, tim23-1 inh 13, APJ ag 10, tim10-1 inh 28, CHOP UPR activ -0.8, TIM10 inh 2 and APJ antagonist -2.
Screening O=C(CN1C(=O)C2C3C=CC(C3)C2C1=O)OCC(=O)c1ccc([N+](=O)[O-])cc1 (stereo not given) returned UPR XBP1 act 0, Mdm2 MdmX PPI 20, CXCR6 block -9, tim23-1 inh 13, APJ ag 0, tim10-1 inh 25, CHOP UPR activ 2.1, TIM10 inh 5 and APJ antagonist -20.
CCN(CC)S(=O)(=O)c1ccc(Cl)c(C(=O)NCC2CCCO2)c1 (stereo not given) was read as UPR XBP1 act 1, Mdm2 MdmX PPI 19, CXCR6 block 4, tim23-1 inh 1, APJ ag -4, tim10-1 inh -7, CHOP UPR activ 0.9, TIM10 inh -8 and APJ antagonist -8.
Screening COc1ccccc1CNC(=O)COC(=O)Cc1c[nH]c2ccccc12 returned UPR XBP1 act 0, Mdm2 MdmX PPI -6, CXCR6 block -16, tim23-1 inh 8, APJ ag 4, tim10-1 inh 11, CHOP UPR activ -0.9, TIM10 inh 0 and APJ antagonist 5.
`O=C(N/N=C/c1cccnc1)c1cccc(NC(=O)c2cccc(Br)c2)c1` gave UPR XBP1 act -4, Mdm2 MdmX PPI 8, CXCR6 block -3, tim23-1 inh -19, APJ ag -2, tim10-1 inh -5, CHOP UPR activ 1.6, TIM10 inh -16 and APJ antagonist 0.
Screening O=C(CCc1ccccc1)NNC(=O)COc1ccc([N+](=O)[O-])cc1 returned UPR XBP1 act -3, Mdm2 MdmX PPI 14, CXCR6 block 4, tim23-1 inh 6, APJ ag 1, tim10-1 inh -2, CHOP UPR activ -0.4, TIM10 inh -1 and APJ antagonist 5.
COc1ccc(NC(=O)C(=O)NCC(=O)Nc2cc(OC)ccc2OC)cc1 was read as UPR XBP1 act 1, Mdm2 MdmX PPI 7, CXCR6 block -4, tim23-1 inh 5, APJ ag 0, tim10-1 inh 0, CHOP UPR activ 0.9, TIM10 inh -7 and APJ antagonist -27.
For OCc1cnc(SCc2ccccc2)n1Cc1ccccc1 the results were UPR XBP1 act 4, Mdm2 MdmX PPI 3, CXCR6 block 5, tim23-1 inh 22, APJ ag -3, tim10-1 inh 9, CHOP UPR activ 2.5, TIM10 inh 6 and APJ antagonist -2.
CCCC(=O)OCCNc1cc(Sc2nc3ccccc3[nH]2)c2nonc2c1[N+](=O)[O-] was read as UPR XBP1 act -9, Mdm2 MdmX PPI 96*, CXCR6 block 94*, tim23-1 inh 23, APJ ag -7, tim10-1 inh -4, CHOP UPR activ 31, TIM10 inh 23 and APJ antagonist 87*.
`COc1ccc(Cl)cc1S(=O)(=O)N1CCN=C1Cc1ccccc1` gave UPR XBP1 act -2, Mdm2 MdmX PPI 21, CXCR6 block -2, tim23-1 inh 31, APJ ag -4, tim10-1 inh 24, CHOP UPR activ 0.4, TIM10 inh 15 and APJ antagonist -1.
Screening C=CCN1C(=O)C2(OCCCO2)c2cccc(C)c21 returned UPR XBP1 act 0, Mdm2 MdmX PPI -7, CXCR6 block -1, tim23-1 inh 11, APJ ag -1, tim10-1 inh 14, CHOP UPR activ 0.6, TIM10 inh -4 and APJ antagonist -27.

Grouped by structure: the entries above with fluorine (3)
O=C(/C=C/c1cccs1)N1CCC2(CC1)Oc1ccc(F)cc1C(=O)C21CC(c2ccccc2)=NO1 (stereo not given) was read as UPR XBP1 act -1, Mdm2 MdmX PPI 37, CXCR6 block -2, tim23-1 inh 17, APJ ag 9, tim10-1 inh 12, CHOP UPR activ -0.2, TIM10 inh 16 and APJ antagonist 3.
For CC(C)(C)N1CC(c2nc3ccccc3n2Cc2ccc(F)cc2)CC1=O (stereo not given) the results were UPR XBP1 act -2, Mdm2 MdmX PPI -21, CXCR6 block 2, tim23-1 inh 6, APJ ag -2, tim10-1 inh 24, CHOP UPR activ -0.7, TIM10 inh 23 and APJ antagonist 12.
`CCN1C(=O)C(=O)N(CC(=O)Nc2cccc(C(F)(F)F)c2)C1=O` gave UPR XBP1 act 0, Mdm2 MdmX PPI -6, CXCR6 block -1, tim23-1 inh -7, APJ ag 0, tim10-1 inh 1, CHOP UPR activ -0.9, TIM10 inh 8 and APJ antagonist 2.

Remaining list, next part:
Screening COc1ccc(/C=N\NC(=O)c2ccccc2Br)cc1COc1c(F)c(F)cc(F)c1F returned UPR XBP1 act -6, Mdm2 MdmX PPI 45, CXCR6 block -17, tim23-1 inh 20, APJ ag 0, tim10-1 inh 17, CHOP UPR activ 1.3, TIM10 inh 21 and APJ antagonist -12.
CC(NC(=O)c1ccco1)c1nc(-c2ccc(C(C)(C)C)cc2)no1 (stereo not given) was read as UPR XBP1 act -2, Mdm2 MdmX PPI 11, CXCR6 block -3, tim23-1 inh 17, APJ ag 1, tim10-1 inh -28, CHOP UPR activ 2.5, TIM10 inh 12 and APJ antagonist 1.
For CCN(CC)CCCNC(=O)Cn1cnc2ccc(S(=O)(=O)N3CCC(C)CC3)cc2c1=O the results were UPR XBP1 act -2, Mdm2 MdmX PPI -19, CXCR6 block -5, tim23-1 inh 7, APJ ag -4, tim10-1 inh 11, CHOP UPR activ -3.6, TIM10 inh -4 and APJ antagonist 0.
O=C(CNS(=O)(=O)c1ccc(Br)cc1)NC1CCCC1 was read as UPR XBP1 act -5, Mdm2 MdmX PPI 11, CXCR6 block 1, tim23-1 inh -1, APJ ag 6, tim10-1 inh -3, CHOP UPR activ -2.9, TIM10 inh -5 and APJ antagonist 4.
For O=C(O)Cn1c(=O)c2c3c(sc2n(Cc2ccc(F)cc2)c1=O)CCCC3 the results were UPR XBP1 act -4, Mdm2 MdmX PPI 26, CXCR6 block 3, tim23-1 inh 10, APJ ag -1, tim10-1 inh 14, CHOP UPR activ 0.9, TIM10 inh 1 and APJ antagonist 0.
`CCCNC(=O)NC1C(NC(=O)NCCC)N(C)C(=O)N1C` (stereo not given) gave UPR XBP1 act -4, Mdm2 MdmX PPI 13, CXCR6 block -4, tim23-1 inh 7, APJ ag -3, tim10-1 inh 3, CHOP UPR activ -1.6, TIM10 inh -1 and APJ antagonist 16.
For O=C(O)CCn1c(SCCc2ccccc2)nc2ccccc21 the results were UPR XBP1 act -2, Mdm2 MdmX PPI 0, CXCR6 block 8, tim23-1 inh 2, APJ ag 0, tim10-1 inh -9, CHOP UPR activ 0.5, TIM10 inh -4 and APJ antagonist 24.

Quoted from the results shown (two entries):
`COc1cccc(C(=O)Oc2ccc(/C=N/Nc3ccc(C(=O)O)cc3)cc2OC)c1` gave UPR XBP1 act -6, Mdm2 MdmX PPI -24, CXCR6 block 3, tim23-1 inh 29, APJ ag -1, tim10-1 inh 0, CHOP UPR activ 2.4, TIM10 inh 9 and APJ antagonist 1.
Cc1cc(C(=O)Cn2nc(C(=O)O)c3ccccc3c2=O)c(C)n1C1CC1 was read as UPR XBP1 act 4, Mdm2 MdmX PPI -22, CXCR6 block -7, tim23-1 inh 1, APJ ag 0, tim10-1 inh 5, CHOP UPR activ 6.5, TIM10 inh 6 and APJ antagonist 9.

Assay outcomes (PubChem)
